# From PubChem BioAssay
# HP1b chromo inh: HP1-beta chromodomain-methylated histone interaction inhibition; AlphaScreen HP1-beta / biotin-H3K9me3 peptide binding; Potency, µM (series often up to 114 µM), inactives show at the highest dose activity change, negative = inhibition, most hits filed as inhibitors; 390,000 compounds, 0.56% hits; AID 540317; note: potency is the fitted concentration of half-maximal effect; nearly all actives have a fitted effect of over 70% in size; inactives centre near 23
# Target sequence (P83916 whole entry, looked up): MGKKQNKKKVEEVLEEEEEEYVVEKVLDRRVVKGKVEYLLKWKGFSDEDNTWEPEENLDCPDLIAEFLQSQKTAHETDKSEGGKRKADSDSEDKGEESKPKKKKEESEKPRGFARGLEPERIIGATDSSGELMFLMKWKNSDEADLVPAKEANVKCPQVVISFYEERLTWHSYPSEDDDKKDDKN
#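 AlphaScreen: HP1-beta (50 nM) preformed 30 min with biotin-H3(1-18)K9me3 peptide (50 nM) in PBS pH 7.4, 0.01% Tween-20. Compound added for 30 min at RT, then streptavidin donor/nickel chelate acceptor beads (10 ug/mL) for 30 min.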
# ALOX12 inh: inhibitors of human 12S-lipoxygenase ALOX12; purified 12hLO, xylenol orange hydroperoxide absorbance; Potency, µM (titrated, usually from 108 µM), inactives show at the top dose activity change, negative = inhibition, actives largely listed as inhibitors; P18054; AID 1671190; 580,000 compounds, 1.1% hits; note: potency is the fitted concentration of half-maximal effect; % is set by controls: 0 for no effect and ±100 for the full control effect
# Target sequence (P18054 whole entry, looked up): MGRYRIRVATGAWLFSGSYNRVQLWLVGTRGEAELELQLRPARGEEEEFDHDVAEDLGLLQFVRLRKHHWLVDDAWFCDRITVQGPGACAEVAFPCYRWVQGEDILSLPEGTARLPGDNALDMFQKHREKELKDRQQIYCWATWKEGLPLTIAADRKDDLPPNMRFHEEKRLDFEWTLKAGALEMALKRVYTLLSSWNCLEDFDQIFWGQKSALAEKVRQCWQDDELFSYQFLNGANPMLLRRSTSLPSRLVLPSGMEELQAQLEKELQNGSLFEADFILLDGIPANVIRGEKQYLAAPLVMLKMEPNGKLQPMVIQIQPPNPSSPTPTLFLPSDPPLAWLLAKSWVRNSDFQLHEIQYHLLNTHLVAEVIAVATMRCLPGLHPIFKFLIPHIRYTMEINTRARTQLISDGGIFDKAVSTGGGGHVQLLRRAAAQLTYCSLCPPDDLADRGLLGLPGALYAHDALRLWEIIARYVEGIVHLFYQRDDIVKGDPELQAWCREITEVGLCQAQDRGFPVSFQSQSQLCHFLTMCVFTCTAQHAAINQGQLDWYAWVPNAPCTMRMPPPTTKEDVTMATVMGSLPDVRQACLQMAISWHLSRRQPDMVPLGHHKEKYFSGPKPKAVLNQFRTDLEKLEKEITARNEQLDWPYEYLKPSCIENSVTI
#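 Purified human 12hLO at 150 nM in 25 mM Hepes, 0.01% Triton X-100, pH 7.0, preincubated 15 min at room temperature with compound. Reaction started with 40 uM arachidonic acid, 30 min at room temperature. Hydroperoxide measured by Fe-xylenol orange, 573/405 nm absorbance ratio.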
# G9a block: inhibitors of human histone lysine methyltransferase G9a; Q96KQ7; G9a H3K9 monomethylation, AlphaScreen, 2 h; Potency, µM (top dose mostly 102 µM), for inactives: at the highest dose activity, negative = inhibition, actives largely listed as inhibitors; 350,000 compounds, 8.8% hits; AID 504332; note: potency is the fitted concentration of half-maximal effect; % is set by controls: 0 for no effect and ±100 for the full control effect; nearly all actives have a fitted effect of over 75% in size
#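 Chemiluminescent proximity detection of H3K9 monomethylation, read after 10 min bead incubation in the dark. Reaction: 20 nM G9a, 500 nM biotin-H3K9 peptide, 20 uM SAM cofactor, 2 h, room temperature, following 15 min enzyme-compound preincubation.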
# PI4K2A block: PI4K2A (human) kinase inhibition; activity change, negative = inhibition, % at 76.9 µM; 420,000 compounds, 0.13% hits; AID 1346378; purified PI4K2A, ADP-Glo luminescence, 1 h; stronger effect = lower value; Q9BTU6; in the data active = activity change below about -50%; inconclusive = mostly about -30% to -49%;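 note: -100% = wells without enzyme as full effect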
#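 PI4K2A activity was measured by ADP-Glo luminescence: enzyme (4 ug/mL stock) and phosphatidylinositol (1.2 mM stock) in Tris pH 7.5/MgCl2/EGTA/Triton X-100 buffer were reacted with ATP (300 microM stock) for one hour at ambient temperature.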
# ERG Ets-DNA blk: inhibitors of human ERG Ets domain-DNA interaction. AID 624246. P11308. Potency, µM (top dose mostly 76.9 µM), inactives show at the top dose FP activity, negative = inhibition, most hits filed as inhibitors. fluorescence polarization, His-ERG Ets domain / labelled DNA. 370,000 compounds, 0.028% hits; active = well fitted inhibition curve with a large enough effect in the polarisation, with a control signal flat; inconclusive = small, poorly fitted or top-dose-only effect, or effect the other way, or a change in a side signal; inactive = no such curve, though single readings can be large or run the other way; the % refers to the polarisation;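 note: polarization taken with two DNA probes labelled with fluorescein and Texas red; potency is the fitted concentration of half-maximal effect; % of control where 0% means no effect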
#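 His-tagged ERG Ets domain (1 uM in the protein solution; 300mM KCl, 50mM Tris-HCl, 1mM EDTA, 1mM DTT, pH 7.5) received compound, then a probe mix of 5 nM fluorescein-DNA and 100nM Texas-615-DNA. Fluorescence polarization was read for both dyes.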
# RGS4 inhibitor: blocks human RGS4-accelerated GTP hydrolysis. 390,000 compounds, 0.039% hits. Transcreener GDP fluorescence polarization, RGS4-accelerated GTP hydrolysis. Potency, µM (top dose mostly 114 µM), inactives show at the top dose activity change, negative = inhibition, most hits filed as inhibitors; note: potency is the fitted concentration of half-maximal effect; % is set by controls: 0 for no effect and ±100 for the full control effect; nearly all actives have a fitted effect of over 75% in size; some results filed as inactive show a strong effect at the top dose
# Target sequence (P49798 whole entry, looked up): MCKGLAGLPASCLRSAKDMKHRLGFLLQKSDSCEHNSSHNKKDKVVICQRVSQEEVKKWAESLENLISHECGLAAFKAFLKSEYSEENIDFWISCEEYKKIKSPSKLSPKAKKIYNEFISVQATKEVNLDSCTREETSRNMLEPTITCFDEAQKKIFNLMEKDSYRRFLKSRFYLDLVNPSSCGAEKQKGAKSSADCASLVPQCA
#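 MLSMR compounds (23 nl, pin-transferred) preincubated 10 min at room temperature with a 500nM (2x) first reagent, then RGS4 at 900nM (2x) plus Transcreener GDP mix added; fluorescence polarization (620/688 nm) read before and after 90 min at 30 °C.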
# GLS inhibitor: inhibitors of human glutaminase (GLS) | O94925 | GLS enzymatic activity, qHTS titration | Potency, µM (highest dose often 45.5 µM), without a hit: top-dose activity change, negative = inhibition, actives largely listed as inhibitors | 410,000 compounds, 0.21% hits; note: potency is the fitted concentration of half-maximal effect; % is set by controls: 0 for no effect and ±100 for the full control effect
#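 hKGA in 45 mM KH2PO4 pH 8.2, 0.02% Tween-20 with pin-transferred compounds; 1 mM L-glutamine (stock) plus glutamate oxidase/HRP/Amplex Red coupling added. Fluorescence read initially and after 30 min at RT.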
# BAZ2B block: BAZ2B (human) inhibition; Potency, µM (series often up to 114 µM), without a hit: top-dose activity change, negative = inhibition, usual class: inhibitors; AID 504333; AlphaScreen BAZ2B-H3K14Ac peptide displacement; 360,000 compounds, 4.4% hits; note: potency is the fitted concentration of half-maximal effect; % is set by controls: 0 for no effect and ±100 for the full control effect; nearly all actives have a fitted effect of over 60% in size
#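 Inhibition is scored as reduced AlphaScreen emission. The BAZ2B/b-H3(5-23)K14Ac complex (50 nM each) in PBS pH 7.4, 0.01% Tween-20 meets compound (up to 110 uM) for 30 min at RT before bead addition.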
# JMJD2A Tudor inh: inhibitors of human JMJD2A Tudor domain; 390,000 compounds, 4.4% hits; O75164; AlphaScreen JMJD2A-Tudor / H3K4me3 peptide binding; Potency, µM (titrated, usually from 114 µM), inactives show top-dose activity change, negative = inhibition, hits mostly inhibitors; note: potency is the fitted concentration of half-maximal effect; % is set by controls: 0 for no effect and ±100 for the full control effect; nearly all actives have a fitted effect of over 50% in size
# Starred values were filed as active, the others as inactive; ? = inconclusive; · = not tested or not shown; & = joins results of further samples; [ ] = dose if it differs, or a comment. Unless noted, calls come from the whole dose curve; as a rule, active = well fitted curve in the direction sought with a large enough effect; inconclusive = small, poorly fitted or top-dose-only effect, or another doubt; inactive = no such curve, though single readings can be large; an effect the other way counts as inactive or inconclusive. This is a subset (hit frequency here may not be typical).
SMILES,HP1b chromo inh,ALOX12 inh,G9a block,PI4K2A block,ERG Ets-DNA blk,RGS4 inhibitor,GLS inhibitor,BAZ2B block,JMJD2A Tudor inh
Cc1ccsc1/C=N/NC(=O)c1nnn(-c2nonc2N)c1CN(C)c1ccccc1,21%,6%,?,7,-21%,-27%,9%,-28%,-28%
S=C1SCN(Cc2ccccc2)CN1Cc1ccccc1,82%[activator],7%,183%[activator],27,-6%,0%,-5%&-11%,6%,37%[activator]
Cc1nc2nc(C)c(CCC(=O)NCc3cccc(Cl)c3)c(C)n2n1,46%[activator],-25%,5%[59 µM],0,4%,13%,2%,-7%,-14%
COCCn1cnnc1SCC(=O)Nc1cccc(S(=O)(=O)N2CCCCCC2)c1,42%[activator],-4%,?,2,13%,-2%,-1%,-5%,-13%
COc1ccc(CN(CCC#N)CCC2(c3ccccc3)CC(C)N(C)CC2C)cc1OC (stereo unspecified),43%[activator],0%,?,-1,1%,13%,15%,-13%,-2%
CC1CCC2(CC1)NC(=O)N(NC(=O)CSc1nnc(NC3CC3)s1)C2=O (stereo unspecified),34%,365%[activator],-1%[12.7 µM],1,-10%,-19%,13%,17%,-16%
O=C(/C=C/c1ccco1)c1cccnc1,0%,?,40µM*,-8,0%,-25%,?,-33%,?
CCCc1cc(N2CCN(c3ccccc3F)CC2)n2cnnc2n1,42%[activator],-5%,11%[59 µM],-1,0%,9%,11%,-3%,-10%
N=C(N)c1ccc(N=Nc2c(O)ccc3c2[nH]c2ccccc23)cc1,71µM*,-17%,·,-9,32%[activator],66%[activator],20%,·,56µM*
COc1cccc(C2C([N+](=O)[O-])=C(N)Oc3cc(C)oc(=O)c32)c1 (stereo unspecified),4%,0%,-38%,-18,-7%,-24%,1%,-15%,7%[57.1 µM]
COC(=O)Cc1ccc(NC(=S)NCC(C)C)cc1,39%,?,?,8,-5%,-9%,-4%,6%,8%
CCOc1ccc(C(=O)c2cn(CC(=O)Nc3ccc(C)c(Cl)c3)c3ccc(OCC)cc3c2=O)cc1,41%[activator],-23%,13%[59 µM],-8,0%,-5%,-2%,5%,-3%
COc1ccc(C(=O)NCCC(=O)N2CCC3(CC2)NCCc2[nH]cnc23)cc1,19%,-4%,27%,-1,-3%,-25%[56.9 µM],7%,-20%,?
CCOC(=O)C1=C(C)N(C)C(=O)NC1c1cccc2ccccc12 (stereo unspecified),8%,40%[activator],·,7,-1%,-31%[56.9 µM],-21%,1%,?
CCC(Cc1ccccc1)NC(=O)C1CC1 (stereo unspecified),38%,-17%,22%[59 µM],-6,6%,7%,8%,8%,-9%
CC1CCCCN1S(=O)(=O)c1ccc(S(=O)(=O)N(Cc2ccccc2)Cc2ccco2)cc1 (stereo unspecified),31%,17%,1%[59 µM],-1,·,-41%,16%,-4%,-4%
Nc1c(C(=O)Nc2ccccc2Cl)nnn1Cc1cccc(Cl)c1,21%,-24%,-7%[59 µM],1,1%,16%,-1%,-13%,-11%
C=C1C(=O)OC2C=C(CO)CCC=C(CO)CC(OC(=O)C(C)C)C12 (stereo unspecified),12%,7%,·,2,14%,-27%,-6%,·,-18%
CC(=O)N1CCN(C(=O)Cn2c(=O)oc3ccccc32)CC1,34%,0%,15%[2.33 µM],4,-5%,16%,-1%,-5%,9%
Cc1ccc(C)c(OCCC(=O)OCC(=O)c2c(N)n(C)c(=O)n(C)c2=O)c1,5%,?,5%[12.7 µM],-4,3%,-10%,9%,9%,-12%
COc1cc(C)c(CNC2CCCCC2)cc1C,?,?,32µM*,1,·,0%,-7%,?,5µM*
Cc1ccc(S(=O)(=O)NC(C)C(=O)NC(C)c2cccs2)cc1 (stereo unspecified),-10%,-12%,7%,-1,0%,1%,-1%,4%,-8%
CN1CCN(CCCNC(=O)c2cnn(-c3ccccc3)c2-n2cccc2)CC1,5%,-11%,2%[59 µM],-3,0%,-35%,2%,2%,-26%
CCOC(=O)C1CCN(C(=O)c2ccc(N(C)S(C)(=O)=O)cc2)CC1,13%,6%,17%,-4,·,5%,2%,?,-8%
CSc1nnnn1-c1cccc(O)c1,21%,0%,-2%[59 µM],0,2%,23%,-2%,11%,-12%
O=C(CNC(=O)c1ccc(Cl)cc1)OCc1cc(=O)n2nc(C3CCCCC3)sc2n1,-3%,-24%,13%[59 µM],-2,0%,6%,6%,-6%,-8%
CCCCOc1ccc(Cc2c(COCC)[nH]c(=S)[nH]c2=O)cc1,49%[activator],?,·,-7,6%,?,1%,-3%,5%[11.4 µM]
CN(CC(=O)Nc1ccc(N2CCOCC2)cc1)C(=O)CCNC(=O)c1ccccc1Cl,10%,-8%,45µM*,2,1%,-15%,26%,-1%,-3%
CC(=O)Nc1ccc(S(=O)(=O)CCC#N)cc1,11%,0%,?,-7,-3%,42%,0%,3%,-15%
Cc1ccc(NC(=O)c2ccc(CN3CC(=O)N4CCCCC4C3=O)cc2)c(Cl)c1 (stereo unspecified),22%,-16%,-21%[59 µM],0,4%,8%,-12%,-8%,-14%
Cc1cc(-c2ccc(N3CCOCC3)cc2)nc2ccccc12,114%[activator],?,-9%,-3,-6%,-31%,15%,51%[activator],35%
CC(C)[C@H](N)C(=O)NC[C@H](CC(=O)NC[C@H]1CC[C@H](C(=O)O)CC1)c1ccc(Cl)cc1,38%,0%,-10%,2,-6%,-3%,-2%,-7%,9%
CCOC(=O)CC1(NC(=O)C2CCC(=O)N(Cc3ccccc3F)C2)CCCCC1 (stereo unspecified),18%,-7%,15%,3,4%,-20%[56.9 µM],17%,1%,?
CCS(=O)(=O)c1ccc(O)c(NC(=O)Nc2ccccc2OC)c1,28%,42%[activator],·,5,-12%,-20%,25%,-16%,-11%
Cc1ccccc1Nc1nn2c(=O)c3ccc(C(=O)NCC(C)c4ccccc4)cc3nc2s1 (stereo unspecified),5%,-9%,-5%[59 µM],-3,-1%,3%,-5%,-7%,-16%
Cn1c(SCc2ccccc2)nnc1C1CCCNC1 (stereo unspecified),13%,?,?,-5,-2%,-23%,6%,?,?
CCn1nnc(NC(=O)c2ccc([N+](=O)[O-])o2)n1,13%,-1%,?,-7,-1%,-2%,0%,?,-4%
CC(C)(C)NC(=O)CCSc1nnc(-c2ccco2)o1,32%,-10%,22%,1,-3%,-1%,-4%,-3%,-4%
CC(SCc1ccccc1)C(=O)Nc1ccccc1 (stereo unspecified),42%[activator],-28%,25%,1,-10%,11%,1%,2%,6%
COc1ccc(NC(=O)CSc2nc(-c3ccc(OC)c(OC)c3)[nH]c2-c2ccc(C)cc2)cc1,47%,-19%,14%[59 µM],-6,-1%,6%,-8%,12%,-23%
CCSc1nnc2ccc(-c3ccc(C)cc3)nn12,25%[57 µM],?,?,2,-4%,-22%,-1%,1%,12%
Cc1ccc(CNC(=O)C2CCN(c3nnc(N4CCCC4=O)s3)CC2)cc1,30%,9%,-3%,0,1%,24%,-2%,-4%,-9%
Nn1c(SCc2cn3cc(Cl)ccc3n2)nnc1-c1ccncc1,1%,?,45µM*,-1,26%,-18%,-14%,-22%,-13%
Cc1ccc(NC(=O)C(=O)NCc2ccncc2)cc1,36%[activator],-3%,?,2,10%,14%,4%,-28%,2%
CCN1CCCn2c1nc1c2c(=O)n(C)c(=O)n1C,-1%,-4%,-3%[59 µM],-6,13%,?,-5%,0%,-11%
COc1ccc(NC(=O)C(=O)NCCc2ccc(OC)c(OC)c2)c(OC)c1,33%,-2%,-2%[59 µM],-3,-4%,-26%,-2%,4%,2%
CCCCN1C(=O)C2NN=C(C(=O)OCC)C2C1=O (stereo unspecified),27%,-22%,-12%[59 µM],5,-2%,2%,1%,56%[activator][57.1 µM],-7%
C/C(=N\NC(=O)c1nc2ccccn2c1C)c1ccc2c(c1)OCO2,25%,-19%,?,-1,-1%,21%,8%,-17%,-6%
COC(=O)c1sc(NC(=O)CN2CCN(c3cccc(Cl)c3)CC2)c(C(=O)OC)c1C,44%,1%,·,1,4%,13%,-3%,·,-10%
Cc1ccc(-c2cn(-c3ccc(Cl)cc3)c(S(=O)(=O)CC(=O)Nc3ccccc3)n2)cc1,5%,-18%,?,-1,7%,?,-9%,-30%,?
Cc1ccc(C)c(NC(=O)COC(=O)CSc2ccccc2)c1,27%,193%[activator],0%[12.7 µM],-2,2%,16%,3%,-6%,-6%
CCN(Cc1ccc(OC)c(COC)c1)CC1CCCN(CCc2cccc(F)c2)C1 (stereo unspecified),44%[activator],-5%,·,-1,10%,-5%,6%,3%,-12%
Cc1cc(=O)oc2cc(O)cc(O)c12,18%,1%,·,1,-13%,-16%,9%,·,-21%

# HP1b chromo inh: entries above that show a hit.
SMILES,HP1b chromo inh,ALOX12 inh,G9a block,PI4K2A block,ERG Ets-DNA blk,RGS4 inhibitor,GLS inhibitor,BAZ2B block,JMJD2A Tudor inh
N=C(N)c1ccc(N=Nc2c(O)ccc3c2[nH]c2ccccc23)cc1,71µM*,-17%,·,-9,32%[activator],66%[activator],20%,·,56µM*
